# STK33 kin inh – inhibitors of human STK33 kinase. ADP-Glo luminescence, MBP substrate. inhibition, % at 12.5 µM. Q9BYT3. actives 0.44% (n = 27,000). AID 2322; in the data active means inhibition above about 20%
# Target sequence (Q9BYT3 whole entry, looked up): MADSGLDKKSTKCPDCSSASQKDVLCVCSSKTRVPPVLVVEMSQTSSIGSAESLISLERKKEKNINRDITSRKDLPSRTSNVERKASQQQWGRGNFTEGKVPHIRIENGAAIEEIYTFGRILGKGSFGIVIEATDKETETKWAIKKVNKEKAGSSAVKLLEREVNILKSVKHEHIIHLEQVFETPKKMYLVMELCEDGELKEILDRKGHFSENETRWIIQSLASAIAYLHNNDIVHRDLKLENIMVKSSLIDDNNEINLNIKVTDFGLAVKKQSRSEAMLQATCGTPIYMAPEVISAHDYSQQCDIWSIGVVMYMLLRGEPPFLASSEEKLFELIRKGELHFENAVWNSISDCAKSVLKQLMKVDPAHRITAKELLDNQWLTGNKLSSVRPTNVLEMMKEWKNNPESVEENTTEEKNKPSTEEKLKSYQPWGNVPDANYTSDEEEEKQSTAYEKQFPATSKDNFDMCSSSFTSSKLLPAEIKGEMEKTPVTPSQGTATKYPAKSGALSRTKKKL
# mut p53 react – re-activators of the mutant p53 pathway. SW480 PUMA-promoter luciferase, p53 mutant reactivation. activation, % at 9.98 µM. actives 1.5% (n = 28,000). AID 624151; in the data active means activation above about 52%
# Numbers without * were called inactive; x = not tested or not shown. A portion of the library; count on the stated rates, not on these rows.
# Values run as follows: STK33 kin inh, mut p53 react
> COc1ccc(OC)c(NC(=O)CNC(=O)c2ccccc2F)c1
  -1.2, -12.0
> C[C@@H]1CN([C@H](C)CO)S(=O)(=O)c2ccc(C3=CCCCC3)cc2O[C@@H]1CN(C)C(=O)Cc1cccnc1
  x, -2.9
> C[C@@H]1CN([C@@H](C)CO)C(=O)c2cc(NC(=O)Nc3cccc4ccccc34)ccc2O[C@H]1CN(C)C(=O)Nc1ccc(F)cc1
  7.2, x
> N#CCSc1nc2cc(C(=O)NCc3ccccc3)ccc2c(=O)n1CCc1ccccc1
  1.8, x
> C[C@@H]1CCCCO[C@@H](CN(C)C(=O)Cc2ccccc2)[C@@H](C)CN([C@H](C)CO)C(=O)c2cc(NC(=O)Nc3ccccc3)ccc2O1
  -2.3, 1.2
> C[C@H](CO)N1C[C@H](C)[C@@H](CN(C)C(=O)Nc2ccc3c(c2)OCO3)Oc2ccc(NC(=O)Cc3ccccc3)cc2CC1=O
  x, 4.8
> NC(=O)C1(N2CCCCC2)CCN(CC(=O)Nc2cc(Cl)ccc2Cl)CC1
  4.4, 7.1
> CCCC#Cc1cnc2c(c1)C(=O)N([C@@H](C)CO)C[C@@H](C)[C@@H](CN(C)Cc1ccc(F)cc1)O2
  x, -10.4
> COC(=O)c1ccc(NC(=O)CN(c2cc(Cl)c(Cl)cc2Cl)S(C)(=O)=O)cc1
  3.8, -24.5
> O=C(O)C1CC1C(=O)Nc1ccc(Oc2ccc(Cl)cc2C2CCCCC2)nc1 (configuration not stated)
  -5.8, x
> COc1ccc(NC(=O)N(C)C[C@@H]2Oc3ncc(-c4cccc(OC)c4)cc3C(=O)N([C@H](C)CO)C[C@@H]2C)cc1
  -1.4, x
> COc1cc(NC(=O)COc2ccccc2C)ccc1NC(=O)c1ccccc1Cl
  -0.1, 11.7
> C=CC[C@@]12N=C(c3ccc(OCCCO)cc3)O[C@@H]1c1ccccc1N(CCS(=O)(=O)c1ccccc1)C2=O
  0.1, x
> Cc1cc(C)nc(SCCCn2c(=O)[nH]c3ccccc32)n1
  2.5, 2.1
> COc1ccc(C)cc1N(CC(=O)Nc1ccc(C)c(Cl)c1)S(C)(=O)=O
  3.4, 0.8

# Values run as follows: STK33 kin inh, mut p53 react
> CCOC(=O)CCSc1nnc2c3ccccc3n(C)c2n1
  0.5, -45.2
> COc1cccc(-c2ccc3c(c2)O[C@@H](CN(C)CC2CC2)[C@@H](C)CN([C@H](C)CO)S3(=O)=O)c1
  x, 14.8
> C[C@@H]1CN([C@H](C)CO)C(=O)c2cc(NC(=O)Nc3ccc4c(c3)OCO4)ccc2O[C@H]1CN(C)Cc1ccc(C(F)(F)F)cc1
  2.7, -4.9
> Oc1ccc2c(c1)OCC1c3cc4c(cc3OC21)OCO4 (configuration not stated)
  4.1, x
> COCC#Cc1ccc2c(c1)O[C@H](CN(C)C(=O)c1ccccc1F)[C@@H](C)CN([C@H](C)CO)S2(=O)=O
  x, 5.1
> C[C@H]1CN([C@@H](C)CO)C(=O)c2cc(NC(=O)C3CC3)ccc2O[C@H]1CN(C)Cc1ccc(C(=O)O)cc1
  x, 0.9
> COc1ccc(NC(=O)COc2ccc(C)c(C)c2)cc1NC(=O)c1ccco1
  4.0, 6.9
> Cc1ccc(NC(=O)CC(C(=O)O)N(C)C)cc1 (configuration not stated)
  0.6, -4.8
> CC(C)C#Cc1ccc2c(c1)O[C@@H](CN(C)C(=O)CN(C)C)[C@H](C)CN([C@H](C)CO)S2(=O)=O
  x, -9.1
> CS(=O)(=O)CCNCc1nc(-c2ccc3ncnc(Nc4ccc(OCc5cccc(F)c5)c(Cl)c4)c3c2)cs1
  x, 5.7
> C[C@@H]1CCCCO[C@H](CN(C)S(=O)(=O)c2cn(C)cn2)[C@@H](C)CN([C@H](C)CO)C(=O)c2cc(N(C)C)ccc2O1
  -0.8, x
> O=C(CSc1n[nH]c(-c2ccco2)n1)c1ccc(Cl)cc1
  1.4, -2.6
> C[C@@H]1CN([C@@H](C)CO)S(=O)(=O)c2ccc(-c3cccnc3)cc2O[C@H]1CN(C)C(=O)C1CCCCC1
  x, 0.6
> COc1cc(C)c(Cl)c(C)c1S(=O)(=O)NC1CC(C)(C)NC(C)(C)C1
  -0.4, -6.0
> C[C@H]1CN([C@@H](C)CO)C(=O)Cc2cc(NC(=O)Cc3cn(C)c4ccccc34)ccc2O[C@@H]1CN(C)C(=O)Nc1ccc2c(c1)OCO2
  -2.5, x

# In a second layout: 4 of the compounds above
molecule | STK33 kin inh | mut p53 react
NC(=O)C1(N2CCCCC2)CCN(CC(=O)Nc2cc(Cl)ccc2Cl)CC1 | 4.4 | 7.1
CCCC#Cc1cnc2c(c1)C(=O)N([C@@H](C)CO)C[C@@H](C)[C@@H](CN(C)Cc1ccc(F)cc1)O2 | x | -10.4
COC(=O)c1ccc(NC(=O)CN(c2cc(Cl)c(Cl)cc2Cl)S(C)(=O)=O)cc1 | 3.8 | -24.5
O=C(O)C1CC1C(=O)Nc1ccc(Oc2ccc(Cl)cc2C2CCCCC2)nc1 (configuration not stated) | -5.8 | x

# (more compounds)
# Values run as follows: STK33 kin inh, mut p53 react
> C[C@@H]1CN([C@H](C)CO)C(=O)Cc2cc(NC(=O)Nc3ccccc3)ccc2O[C@H]1CN(C)Cc1ccc(Oc2ccccc2)cc1
  0.4, x
> Cc1nc(SCC(=O)NCC2CCCO2)c2c3c(sc2n1)CCC3 (configuration not stated)
  3.1, -5.4
> Clc1ccc(CCC(Cn2ccnc2)Sc2c(Cl)cccc2Cl)cc1 (configuration not stated)
  5.9, 10.1
> Cc1ccnc(NC(c2cccc(Br)c2)c2ccc3ccc(C)nc3c2O)c1 (configuration not stated)
  -1.5, -47.7
> Cc1ccc(NC(=O)CSc2n[nH]c(-c3ccncc3)n2)cc1
  -1.4, 0.7
> O=C(C[C@H]1C[C@H]2c3cc(NC(=O)C4CCOCC4)ccc3O[C@H]2[C@H](CO)O1)NCc1ccc(Oc2ccccc2)cc1
  x, -8.2
> C[C@H]1CN([C@@H](C)CO)C(=O)Cc2cc(NC(=O)Cc3cn(C)c4ccccc34)ccc2O[C@@H]1CN(C)CC1CCCCC1
  -4.6, x
> Cc1noc(C)c1NC(=O)N(C)C[C@@H]1Oc2ccc(NC(=O)Cn3cnnn3)cc2C(=O)N([C@@H](C)CO)C[C@@H]1C
  x, 10.9
> O=C(O)c1c(Sc2ccccc2)c2cc(Cl)ccc2n1Cc1ccc(Cl)cc1
  x, -1.6
> Fc1ccccc1CSc1nnc(-c2cccnc2)n1Cc1ccco1
  -3.5, 8.0
> Cn1c(=O)c2c(ncn2CC(=O)N2CCN(C(=O)c3ccco3)CC2)n(C)c1=O
  4.5, 5.0
> COc1cccc(NC(=O)CNC(=O)c2ccc([N+](=O)[O-])cc2)c1
  -2.5, -4.4
> Cc1ccc(O)c(NC(=O)CCN2C(=O)c3ccccc3C2=O)c1
  2.6, 20.9
> CC(=O)O[C@@H]1CC2C(C)(C)C(=O)C=C[C@]2(C)C2CC[C@@]3(C)[C@H](c4ccoc4)OC(=O)[C@H]4O[C@]43[C@@]21C (some centres not stated)
  5.0, x
> O=C(CSc1n[nH]c(-c2ccc(Cl)cc2)n1)Nc1cccc(F)c1
  0.8, 6.4

# Quoted at random: 3 compounds from above.
# Values run as follows: STK33 kin inh, mut p53 react
> O=C(C[C@H]1C[C@H]2c3cc(NC(=O)C4CCOCC4)ccc3O[C@H]2[C@H](CO)O1)NCc1ccc(Oc2ccccc2)cc1
  x, -8.2
> Cc1ccnc(NC(c2cccc(Br)c2)c2ccc3ccc(C)nc3c2O)c1 (configuration not stated)
  -1.5, -47.7
> Cc1ccc(NC(=O)CSc2n[nH]c(-c3ccncc3)n2)cc1
  -1.4, 0.7

# Other structures follow:
# Values run as follows: STK33 kin inh, mut p53 react
> C[C@@H]1CCCCO[C@@H](CN(C)C(=O)Nc2ccc3c(c2)OCO3)[C@@H](C)CN([C@H](C)CO)C(=O)c2cc(N(C)C)ccc2O1
  -0.1, x
> C=CCOC(=O)[C@@H]1[C@H]2C(=O)O[C@H](c3ccccc3)[C@H](c3ccccc3)N2[C@H](c2ccc(OCCOC(=O)[C@@H]3C[C@@H]4C(=O)N[C@@H](CC(C)C)C(=O)N4[C@@H]3c3ccc(O)cc3)cc2)[C@@]12C(=O)Nc1ccc(I)cc12
  -1.8, x
> C[C@H](CO)N1C[C@H](C)[C@H](CN(C)S(=O)(=O)c2cn(C)cn2)Oc2ccc(NS(=O)(=O)c3cccs3)cc2CC1=O
  2.2, 7.2
> C=C1[C@@H]2CC[C@H]3[C@]4(C)C[C@H](O)C[C@@H](C(=O)OC)[C@H]4CC[C@]3(C2)[C@H]1O
  -1.7, x
> COc1cc(-c2nc3ccccc3s2)ccc1OCC(=O)Nc1ccc(C)cc1
  1.2, 33.8
> O=C(OCc1ccccc1O[C@@H]1O[C@H](CO)[C@@H](O)[C@H](O)[C@H]1O)c1c(O)cccc1O[C@@H]1O[C@H](CO)[C@@H](O)[C@H](O)[C@H]1O
  1.3, x
> Nc1nc(Cl)nc2c1ncn2C1OC(CO)[C@H](O)[C@H]1F (some centres not stated)
  -1.3, 10.8
> C/C=C/c1cnc2c(c1)C(=O)N([C@H](C)CO)C[C@H](C)[C@H](CN(C)S(=O)(=O)c1ccccc1)O2
  x, 9.7
> O=C(CS(=O)(=O)Cc1ccccc1)Nc1ncccn1
  -1.3, -3.8
> CNC[C@H]1Oc2ccc(NC(=O)C3CC3)cc2CC(=O)N([C@@H](C)CO)C[C@H]1C
  -0.2, 0.6
> Cc1ccc(C)c(OCC(=O)Nc2cccc(-c3nnc(-c4ccco4)o3)c2)c1
  13.4, 101.7*
> C[C@H]1CN([C@@H](C)CO)C(=O)Cc2cc(NC(=O)Nc3ccccc3)ccc2O[C@@H]1CN(C)S(=O)(=O)c1ccc(F)cc1
  0.2, x
> Cc1ccc(S(=O)(=O)Nc2ccc3c(c2)CC(=O)N([C@@H](C)CO)C[C@@H](C)[C@@H](CN(C)Cc2ccc(Cl)c(Cl)c2)O3)cc1
  6.4, x
> C[C@@H]1CCCCO[C@H](CN(C)C(=O)c2ccncc2)[C@@H](C)CN([C@H](C)CO)C(=O)c2cc(NC(=O)Cc3ccccc3)ccc2O1
  -14.3, 0.5
> COc1ccc(S(=O)(=O)N(C)CC(=O)Nc2ccccc2Cl)cc1
  -2.5, 5.5

# Values run as follows: STK33 kin inh, mut p53 react
> C[C@H](CO)N1C[C@H](C)[C@@H](CN(C)S(=O)(=O)c2cn(C)cn2)OCc2cnnn2CCCC1=O
  1.0, x
> COc1ccc(S(=O)(=O)N(C)C[C@H]2Oc3ccc(NS(=O)(=O)c4cccs4)cc3CC(=O)N([C@@H](C)CO)C[C@@H]2C)cc1
  -0.4, x
> COc1cccc(N(CC(=O)O)S(=O)(=O)c2ccccc2)c1
  -2.3, 1.2
> C[C@@H]1CN([C@@H](C)CO)C(=O)c2cc(NC(=O)Cc3ccccc3)ccc2O[C@@H]1CN(C)C(=O)Nc1cccc2ccccc12
  1.0, x
> Cc1ncc([N+](=O)[O-])n1CC(=O)Nc1ccc(F)cc1
  1.0, -5.5
> C[C@@H]1CN([C@H](C)CO)C(=O)Cc2cc(NC(=O)Nc3ccc(C(F)(F)F)cc3)ccc2O[C@H]1CN(C)Cc1ccccc1
  -2.5, x
> C[C@H]1CN([C@@H](C)CO)C(=O)c2cc(NC(=O)c3ccncc3)ccc2O[C@@H]1CN(C)Cc1ccc2c(c1)OCO2
  -1.9, x
> CC(C)CC#Cc1cnc2c(c1)C(=O)N([C@@H](C)CO)C[C@@H](C)[C@H](CN(C)C(=O)C1CCCCC1)O2
  x, -5.8
> CC(C)NC(=O)Nc1cccc2c1O[C@H](CN(C)Cc1ccc(Cl)c(Cl)c1)[C@@H](C)CN([C@@H](C)CO)C2=O
  x, -12.7
> C[C@@H]1CN([C@H](C)CO)C(=O)CCCn2nncc2CO[C@H]1CN(C)C(=O)CCCN(C)C
  -1.3, x
> CC(C)NC(=O)N(C)C[C@H]1OCCCC[C@H](C)Oc2ccc(NC(=O)Nc3ccccc3)cc2C(=O)N([C@H](C)CO)C[C@@H]1C
  x, 3.6
> COC(=O)c1cc(NC(=O)CSc2nnc(-c3ccccc3O)n2-c2ccccc2)ccc1Cl
  2.8, 1.9
> C[C@H]1CN([C@@H](C)CO)C(=O)Cc2cc(N(C)C)ccc2O[C@@H]1CN(C)C(=O)Nc1ccc(C(F)(F)F)cc1
  -15.7, x
> C[C@@H]1CN([C@@H](C)CO)C(=O)Cc2cc(NS(C)(=O)=O)ccc2O[C@H]1CN(C)CC1CC1
  x, 4.2
> CNC[C@H]1Oc2c(NS(=O)(=O)c3cccs3)cccc2C(=O)N([C@@H](C)CO)C[C@@H]1C
  x, -4.6

# Values run as follows: STK33 kin inh, mut p53 react
> COc1ccc(C(O)CNC(=O)/C=C/c2ccccc2)cc1 (configuration not stated)
  -1.8, -68.0
> CCOC(=O)C1=C(C)N(C(=O)Oc2ccccc2)C(SC)=NC1c1ccccc1 (configuration not stated)
  -1.4, x
> CC(C)NC(=O)Nc1ccc2c(c1)C(=O)N([C@@H](C)CO)C[C@@H](C)[C@@H](CN(C)C(=O)c1ccncc1)OCCCC[C@@H](C)O2
  x, -8.0
> C[C@@H]1CN([C@H](C)CO)C(=O)Cc2cc(NS(=O)(=O)c3cccs3)ccc2O[C@H]1CN(C)C(=O)Nc1ccc(F)cc1
  -4.5, x
> C/C=C/c1cnc2c(c1)C(=O)N([C@@H](C)CO)C[C@H](C)[C@H](CN(C)S(=O)(=O)c1ccccc1)O2
  x, 1.9
> C[C@@H]1CN([C@H](C)CO)C(=O)c2cccc(NC(=O)c3cnccn3)c2O[C@H]1CN(C)S(=O)(=O)c1cn(C)cn1
  x, -2.1
> C[C@H]1CN([C@@H](C)CO)C(=O)c2cccc(NC(=O)NC3CCCCC3)c2O[C@@H]1CN(C)S(=O)(=O)c1cccs1
  x, 2.4
> CC(C)NC(=O)N(C)C[C@@H]1OCCCC[C@@H](C)Oc2ccc(NC(=O)CCC(F)(F)F)cc2C(=O)N([C@@H](C)CO)C[C@@H]1C
  x, 10.6
> O=[N+]([O-])c1ccc2nc(CSc3ncnc4ccccc34)[nH]c2c1
  9.3, 8.8
> O=C(COc1cccc(C(F)(F)F)c1)Nc1cccnc1
  -2.9, 30.1
